From PubChem BioAssay
LMPTP inh: LMPTP (human) inhibition. recombinant LMPTP-A, OMFP fluorogenic substrate, fluorescence intensity. hit rate 0.22% among 360,000. inhibition, % at 20 µM. P24666;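 active means compounds that cut the enzyme signal by at least half of the control window in the single-dose screen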;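 further: plate controls were DMSO wells with enzyme plus substrate for no effect and substrate without enzyme for full effect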
Target sequence (P24666 whole entry, looked up): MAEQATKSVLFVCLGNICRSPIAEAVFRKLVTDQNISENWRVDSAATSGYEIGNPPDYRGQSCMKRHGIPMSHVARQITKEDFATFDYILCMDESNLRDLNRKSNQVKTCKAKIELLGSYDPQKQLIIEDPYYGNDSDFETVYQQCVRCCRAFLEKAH
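test system = LMPTP-A | amount = 0.625 nM LMPTP-A final | reagent = fluorogenic phosphatase substrate OMFP at 400 µM final | incubation = 50 min at room temperature | benchmarks = no-enzyme low control, uninhibited high control | medium = Bis-Tris pH 6.0, DTT, detergent | signal = fluorescence intensity of OMFP turnover product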
NadD inh: NadD (S. aureus) enzyme inhibition. purified NadD enzyme, colorimetric absorbance read-out. inhibition, % at 20 µM. hit rate 0.78% among 360,000. AID 602399; in the data active means inhibition above about 26%; further: some compounds past the cut are filed as inactive
Scp-1 inhibitor: inhibitors of human Scp-1 phosphatase; Q9GZU7; Recombinant Scp1, phosphopeptide, malachite green phosphate absorbance; inhibition, % at 20 µM; hit rate 0.88% among 340,000; AID 493091;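 active means inhibition above about 50% at 20 µM, limit read from the data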;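 further: plate controls were DMSO wells with enzyme for no effect and wells lacking enzyme for full effect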
Target sequence (Q9GZU7 76-261 limits assumed): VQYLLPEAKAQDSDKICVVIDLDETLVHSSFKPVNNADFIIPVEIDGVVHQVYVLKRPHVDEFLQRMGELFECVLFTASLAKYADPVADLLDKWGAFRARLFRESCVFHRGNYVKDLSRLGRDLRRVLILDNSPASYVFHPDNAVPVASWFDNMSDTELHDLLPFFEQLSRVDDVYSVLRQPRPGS
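Material: truncated SCP-1 phosphatase (76-261aa) / Buffer or medium: 50 mM Tris acetate pH 5.5, 0.005% Tween-20, 10 mM MgCl2 / Compound dosing: one concentration, 20 µM, with 1.0% DMSO / Incubation: 45 min room-temperature reaction, 5 min colour, 30 min stabiliser / Detection: colorimetric free-phosphate detection, absorbance 630 nm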
MsrA inh: bovine MsrA inhibition; purified bovine MsrA, absorbance read-out; inhibition, % at 15.5 µM; hit rate 0.75% among 360,000; AID 651718; in the data active means inhibition above about 4.5%;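 further: 0% = vehicle wells with enzyme and 100% = reference inhibitor wells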
CSN deneddyl inh: inhibitors of human CSN-mediated cullin deneddylation | inhibition, % at 12.5 µM | AID 651999 | Purified CSN, SCF-Nedd8-OG deneddylation, fluorescence polarization | Q92905 | hit rate 0.38% among 360,000;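 active means pattern-corrected inhibition above about 35%, with an unprinted fluorescence ratio check between 0.5 and 1.5, limit read from the data, passing the limit was not always enough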;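 further: 0% = enzyme with substrate and 100% = substrate without enzyme; some results filed as inactive read as strong as hits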
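test system = HEK293T-derived human Csn5 enzyme | amount = 0.24 nM Csn5 enzyme, final concentration | medium = Tris/NaCl/DTT buffer, pH 7.5 | schedule = 90 min reaction at room temperature | signal = FP | evaluation = inhibition of Csn5 cleavage, % | compound dosing = single dose of 12.5 µM compound with 0.25% DMSO | probe or stimulus = 10 nM SCFSkp2-Nedd8OG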
Tb MetRS inh: blocks T. brucei methionyl-tRNA synthetase activity; purified T. brucei MetRS, ATP depletion, Kinase-Glo luminescence; inhibition, % at 11.9 µM; hit rate 0.4% among 360,000;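 active means inhibition above a per-plate cutoff of the control wells' mean inhibition plus 3 SD, cut at about 5.5% in these data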;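 further: 0% = DMSO wells median and 100% = median of wells with control inhibitor compound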
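technique = Kinase-Glo luminescence, ATP depletion format | system = purified MetRS (methionyl-tRNA synthetase) enzyme from Trypanosoma brucei | timing = 15 min preincubation, 2 h reaction, all 25 °C | evaluation = percent inhibition versus plate control medians | dosing = single dose, 11.9 µM final nominal, 0.9% final DMSO | also added = substrates ATP, L-methionine and bulk Escherichia coli tRNA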
DNMT1 block: blocks human DNA methyltransferase DNMT1; hit rate 0.83% among 360,000; AID 588458; DNMT1 molecular beacon, Hinp1I cleavage, fluorescence; P26358; inhibition (reported as % activation of signal), % at 10 µM; in the data active means inhibition above about 50%
Rpn11 inh: Rpn11 (human) deubiquitinase inhibition | O00487 | human 26S proteasome, Ub4-pepOG fluorescence polarization; 20S core pre-blocked with epoxomicin | calls only at 20 µM | hit rate 0.59% among 360,000 | AID 588493;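 active means inhibition at 20 µM, scaled to each plate's controls, above about 33%, limit read from the data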
SUMO1 PPI mod: modulators of human SUMO1-mediated protein-protein interactions. P63165. SUMO1 binding to a labelled peptide, TR-FRET, 1 h. AID 602429. hit rate 0.33% among 360,000. inhibition, % at 20 µM; in the data active means inhibition above about 37%
Target sequence (P63165 whole entry, looked up): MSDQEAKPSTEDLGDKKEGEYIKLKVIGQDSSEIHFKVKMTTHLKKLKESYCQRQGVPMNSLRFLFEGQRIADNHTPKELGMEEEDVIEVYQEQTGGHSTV
STEP inh: blocks human striatal-enriched tyrosine phosphatase. recombinant STEP, OMFP fluorogenic substrate, fluorescence. inhibition, % at 20 µM. hit rate 0.25% among 360,000. AID 588621;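 active means inhibition at 20 µM, scaled per plate between control wells, above about 37%, limit read from the data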;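 further: 0% = DMSO with enzyme and substrate and 100% = substrate only without enzyme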
Target sequence (P54829 whole entry, looked up): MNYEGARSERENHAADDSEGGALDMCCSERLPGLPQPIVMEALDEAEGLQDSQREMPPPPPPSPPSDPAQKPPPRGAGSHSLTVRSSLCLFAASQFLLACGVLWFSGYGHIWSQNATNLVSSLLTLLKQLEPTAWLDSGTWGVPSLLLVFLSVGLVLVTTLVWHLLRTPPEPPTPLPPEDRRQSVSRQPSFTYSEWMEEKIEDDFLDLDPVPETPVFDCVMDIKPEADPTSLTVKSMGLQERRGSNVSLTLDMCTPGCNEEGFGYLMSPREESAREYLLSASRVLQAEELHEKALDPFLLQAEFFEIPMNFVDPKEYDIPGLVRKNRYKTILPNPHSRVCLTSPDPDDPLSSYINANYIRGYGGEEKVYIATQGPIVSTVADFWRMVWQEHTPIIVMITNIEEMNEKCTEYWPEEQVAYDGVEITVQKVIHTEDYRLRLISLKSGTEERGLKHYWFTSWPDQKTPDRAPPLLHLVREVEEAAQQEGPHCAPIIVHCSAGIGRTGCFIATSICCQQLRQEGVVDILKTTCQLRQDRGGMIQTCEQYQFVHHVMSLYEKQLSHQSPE
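System: STEP phosphatase, cell-free reaction; Buffer or medium: Bis-Tris pH 6.0 buffer with DTT, detergent; Incubation: 20 min at room temperature, dark; Measured by: fluorescence, 480/540 nm.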
* = called active by the depositor; i = inactive; x = not tested or not shown.

SMILES | LMPTP inh | NadD inh | Scp-1 inhibitor | MsrA inh | CSN deneddyl inh | Tb MetRS inh | DNMT1 block | Rpn11 inh | SUMO1 PPI mod | STEP inh
O=C(NNc1nc(-c2ccc(Br)cc2)cs1)c1ccco1 | 3.4 | 11 | -9 | 3.6 | 6 | -0.2 | -24 | i | 2 | -1
CCOC(=O)c1ccccc1NC(=O)c1ccc2c(SCC(=O)O)c3c(nc2c1)CCCC3 | 2.1 | 30* | 16 | -0.8 | 7 | -0.2 | 3 | i | -15 | 8
CCNC(=O)C1(C)CCN(C(=O)c2cc(C)oc2C)C1 (configuration not stated) | -1.8 | -5 | x | -0.6 | 0 | -0.2 | 1 | i | 5 | 0
C[C@H]1CCC(=O)N([C@H](CSc2ccccc2)Cc2ccccc2)CC1 | 2.0 | 1 | -14 | -0.2 | 0 | 0.3 | 4 | i | 3 | 1
Cc1onc(-c2ccccc2Cl)c1C(=O)O/N=C(\N)c1ccccc1 | 1.1 | -4 | -15 | -0.7 | -2 | -0.1 | -1 | i | 4 | -2
O=C(c1cccc(F)c1F)N1CCCC1 | -1.3 | 3 | -2 | 0.1 | 2 | -0.5 | -1 | i | 1 | -2
COc1ccc(OC)c(/C=C/c2ccnc3ccccc23)c1 | 6.4 | 2 | 2 | 1.3 | 3 | -0.3 | -3 | i | -18 | 0
CC(C)C(c1nnnn1Cc1ccc(F)cc1)N1CCN(C(=O)c2ccco2)CC1 (configuration not stated) | 1.9 | 4 | -2 | 0.2 | -4 | -0.4 | -3 | i | -3 | 1
C=CCN1CCN(C(=O)c2cc3c(s2)CCC(CC)C3)CC1 (configuration not stated) | -0.3 | -1 | -2 | -1.0 | -2 | -0.5 | 4 | i | 2 | 3
CCCc1cc(=O)oc2c(C)c(OCC(=O)NCCCN3CCOCC3)ccc12 | 0.3 | 1 | -3 | 2.7 | -2 | -0.8 | -1 | i | 1 | 0
COc1ccc2c(-c3ccccc3)cc(SCC(=O)N(C)C)nc2c1 | 0.9 | 2 | -6 | 2.3 | 10 | -0.7 | -1 | i | 1 | 2
CN1CCN(c2ccccc2NC(=O)c2ccc([N+](=O)[O-])cc2Cl)CC1 | -0.5 | -3 | -4 | 1.7 | -3 | -0.5 | -11 | i | -21 | -4
O=C(NCC1CCCO1)c1cn(Cc2ccccc2Cl)nc1-c1ccccc1 (configuration not stated) | 0.1 | -2 | -3 | -1.8 | 3 | -0.5 | -1 | i | 1 | -1
COc1ccc(C(=O)Nc2sc(C)c(C)c2CN2CC(C)OC(C)C2)cc1 (configuration not stated) | 0.1 | -1 | -5 | 0.8 | 0 | -0.6 | 8 | i | -1 | 5
CCOc1ccc(S(=O)(=O)NCc2ccco2)cc1 | -2.8 | 1 | 32 | -0.7 | -1 | -0.4 | 0 | i | -2 | 0
C/C(N)=C(\C#N)C(=O)NCc1ccccn1 | -0.7 | 6 | 0 | 1.7 | 6 | -0.1 | 2 | i | -1 | -4
COCCSc1nnc(-c2cccc(C#N)c2)n1C | -1.3 | -1 | -8 | -1.3 | 0 | -0.7 | 3 | i | 1 | -11
CN(C)S(=O)(=O)N1CCC(Oc2ccc(C(=O)N3C[C@H]4CC[C@H]3C4)cc2)CC1 | -1.0 | 8 | -7 | 0.1 | 0 | -0.4 | 0 | i | -2 | 4
CC(C)C(=O)NNC(=O)CSc1nc(C2CCCCC2)nc2ccccc12 | 0.1 | -1 | -10 | 0.1 | -3 | -0.1 | 13 | i | -1 | 2
Cc1cc(C)c2c(c1)c(C)cc1nnc(SCC(=O)c3cccs3)n12 | -0.4 | 9 | -2 | x | -4 | -0.6 | -4 | i | -8 | 2
CCOC(=O)C1CCCCN1Cc1cc(Cl)ccc1O (configuration not stated) | -0.5 | -7 | -11 | 0.7 | 0 | 0.0 | 0 | i | -2 | -2
CCc1ccc(C(=O)NNC(=O)CCc2nc3ccccc3c(=O)[nH]2)cc1 | 0.0 | 4 | -7 | 0.4 | 4 | 0.4 | 1 | i | 5 | 4
O=C(COC(=O)C1CCC1)Nc1ccc(Cl)cn1 | -2.0 | 0 | -2 | 0.7 | -1 | -0.2 | 0 | i | 0 | 0
O=C(O)/C(=C1/OC(=O)c2ccccc21)c1ccccc1 | -1.2 | 0 | 30 | 0.6 | -4 | 0.7 | 2 | i | 2 | 0
COCCNC(=O)/C(C#N)=C/c1ccc(C(=O)O)cc1 | -1.3 | -2 | -6 | -0.7 | 5 | -0.5 | 3 | i | 3 | 1
COC(C(=O)Nc1ccccc1F)c1ccccc1 (configuration not stated) | -1.4 | 2 | -9 | 0.1 | 1 | -0.1 | -1 | i | -3 | -2
C/C(=C\C(=O)c1ccccc1)NCc1ccc(F)cc1 | -1.3 | 1 | -3 | 2.5 | 2 | -1.1 | 0 | i | -7 | -2
Cc1cc(NC(=O)COC(=O)C2CC2)ccc1Br | 0.5 | -6 | 3 | -0.1 | 0 | -0.4 | -2 | i | 1 | 1
O=S(=O)(c1ccc(F)cc1)N1CCN(C(=S)NCC2CCCO2)CC1 (configuration not stated) | -1.8 | -1 | -2 | -0.2 | 2 | 0.2 | 1 | i | 4 | -2
Cc1c(C(=O)NN)[nH]c2ccc([N+](=O)[O-])cc12 | -1.4 | -3 | -13 | 1.5 | 3 | 0.3 | -3 | i | -18 | -2

Record cards (already shown).
Listed for `O=C(COC(=O)C1CCC1)Nc1ccc(Cl)cn1` → LMPTP inh: -2.0; NadD inh: 0; Scp-1 inhibitor: -2; MsrA inh: 0.7; CSN deneddyl inh: -1; Tb MetRS inh: -0.2; DNMT1 block: 0; Rpn11 inh: i; SUMO1 PPI mod: 0; STEP inh: 0
Listed for `COCCSc1nnc(-c2cccc(C#N)c2)n1C` → LMPTP inh: -1.3; NadD inh: -1; Scp-1 inhibitor: -8; MsrA inh: -1.3; CSN deneddyl inh: 0; Tb MetRS inh: -0.7; DNMT1 block: 3; Rpn11 inh: i; SUMO1 PPI mod: 1; STEP inh: -11

Going on with the list:
SMILES | LMPTP inh | NadD inh | Scp-1 inhibitor | MsrA inh | CSN deneddyl inh | Tb MetRS inh | DNMT1 block | Rpn11 inh | SUMO1 PPI mod | STEP inh
CC1=CC2=NC(=O)CC(C)(C(=O)N(CC(=O)NC(C)(C)C)Cc3ccccc3)N2C=C1 (configuration not stated) | 0.5 | 1 | 10 | 1.7 | -8 | 0.0 | 0 | i | -1 | -3
CC(C)(C)CNC(=O)C1(C)CCN1C(=O)c1ccccc1CCc1ccccc1 (configuration not stated) | 0.3 | -7 | x | -0.5 | -2 | -0.6 | 0 | i | 0 | 1
Cc1ccc(-n2nnnc2SCC(=O)Nc2ccccc2N2CCCCC2)cc1C | 4.0 | 8 | 6 | -0.6 | -2 | -0.5 | -2 | i | 3 | 9
c1cncc(-c2nn3cnnc3s2)c1 | -0.9 | -3 | -11 | 1.4 | 3 | -0.6 | 2 | i | 1 | -1
CCC(C)N=C1SCC(C)(/C=N/O)S1 (configuration not stated) | -1.3 | -2 | -5 | 2.0 | -1 | -0.3 | 2 | i | 3 | 3
COc1ccccc1NC(=O)C(C(C)C)N1C(=O)c2ccccc2C1=O (configuration not stated) | 0.0 | -11 | -11 | 0.5 | -4 | -0.5 | 2 | i | -4 | 1
CCOCCn1c(SCCc2ccccc2)nc2c1c(=O)[nH]c(=O)n2C | -0.9 | 9 | -8 | 0.1 | 1 | 0.3 | 2 | i | -3 | 2
Cc1cccc(SCc2noc(C(=O)NCC3CCCO3)c2C(=O)O)c1 (configuration not stated) | -2.2 | -2 | -2 | -1.6 | 3 | -0.1 | 1 | i | 3 | -4
Cc1ccc(C(=O)Nc2ccc(C(=O)O)cc2)cc1S(=O)(=O)Nc1cccc([N+](=O)[O-])c1 | 0.7 | -8 | -3 | -0.5 | 2 | 0.1 | -3 | i | -1 | -1
Cc1ccc(C(=O)N2CC(C)OC(C)C2)cc1[N+](=O)[O-] (configuration not stated) | 2.1 | -3 | 3 | -0.4 | -4 | -0.8 | 0 | i | 21 | 1
COc1ccc(C(=O)N2CCOCC2c2cc(C(=O)NCc3ccccc3)no2)cc1 (configuration not stated) | -0.7 | -4 | x | 1.4 | -5 | 0.1 | 7 | i | -4 | -2
O=C(CSc1nnc(CNC(=O)c2ccc(F)cc2)o1)NCc1ccccc1Cl | 0.5 | -4 | -10 | 0.0 | 0 | 0.2 | 1 | i | -3 | -1
COC(C(=O)N/N=C(\C)CC(=O)Nc1ccc(N(C)C)cc1)c1ccccc1 (configuration not stated) | 0.4 | -5 | -6 | 0.9 | -10 | 0.4 | -5 | i | 3 | -2
C=CCC1Cc2c(cccc2[N+](=O)[O-])C(CC=C)N1 (configuration not stated) | -0.2 | 10 | -5 | -0.1 | 6 | -0.5 | -1 | i | -7 | 5
O=C1OC(c2ccccc2)/C(=C(/O)c2ccccc2)C1=O (configuration not stated) | -5.9 | -2 | -9 | 0.7 | -4 | -0.6 | 0 | i | -3 | 7

Some entries already given, showing only MsrA inh.
compound	MsrA inh
O=C(NCC1CCCO1)c1cn(Cc2ccccc2Cl)nc1-c1ccccc1 (configuration not stated)	-1.8
COc1ccc(C(=O)Nc2sc(C)c(C)c2CN2CC(C)OC(C)C2)cc1 (configuration not stated)	0.8
CCOc1ccc(S(=O)(=O)NCc2ccco2)cc1	-0.7

Other records follow.
SMILES | LMPTP inh | NadD inh | Scp-1 inhibitor | MsrA inh | CSN deneddyl inh | Tb MetRS inh | DNMT1 block | Rpn11 inh | SUMO1 PPI mod | STEP inh
O=C(CSc1nnc(-c2ccccc2Cl)o1)N1CCCC1 | -0.7 | 6 | -1 | 0.0 | 0 | 0.2 | 3 | i | 0 | 0
O=C(CSc1nc2ccc([N+](=O)[O-])cc2[nH]1)NC1CCCC1 | -0.2 | -2 | 12 | 1.4 | 0 | 2.0 | -1 | i | -11 | -3
O=C(N/N=C/C1CC=CCC1)c1cc(Br)ccc1O (configuration not stated) | -0.1 | 4 | -11 | -0.3 | -9 | 0.6 | -3 | i | 0 | 0
COc1cccc(-c2cnc3c(c2)C(=O)N([C@H](C)CO)C[C@@H](C)[C@H](CN(C)C(=O)Nc2ccccc2F)O3)c1 | -0.7 | 1 | x | 0.0 | -1 | -0.6 | 6 | i | 4 | 0
COc1ccc(C(=O)COC(=O)/C=C/c2ccccc2)cc1 | -0.5 | 0 | -5 | -0.3 | 2 | -0.2 | 5 | i | -1 | 0
